Source: PubChem BioAssay (National Center for Advancing Translational Sciences (NCATS))
PTAP TSG101 blk – qHTS Assay for Iinhibitors of HIV-1 Budding by Blocking the Interaction of PTAP/TSG101; Potency, µM (doses to about 115 µM), without a hit: at the top dose activity change, negative = inhibition, most hits filed as inhibitors; AID 493005, 2010; Tumor susceptibility gene 101 protein (Homo sapiens), Q99816; 340,000 tested, under 10 active; Fluorescence polarization, FITC-PTAP peptide / Tsg101 binding; active = well fitted inhibition curve with a large enough effect in the main read-out, with a control signal flat, not every such curve was filed as active; inconclusive = small, poorly fitted or top-dose-only effect, or effect the other way, or a change in a side signal; inactive = no such curve, though single readings can be large or run the other way; note: potency is the fitted concentration of half-maximal effect; % of control where 0% means no effect
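Fluorescence anisotropy tracks displacement of a FITC-tagged PTAP peptide (50 nM) from the Tsg101 binding domain (10 uM), following a 20 min room-temperature incubation at pH 7.5.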
p53 reactivation – qHTS assay for re-activators of p53 using a Luc reporter; H1299 p53-A138V BP100-luciferase reporter, luminescence, 24 h; Potency, µM (top dose mostly 92.2 µM), without a hit: at the highest dose activity change, positive = activation, usual class: activators; hit rate 0.063% among 320,000; AID 504706, 2011; note: potency is the fitted concentration of half-maximal effect; % of control where 0% means no effect; nearly all actives have a fitted effect of over 45% in size
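p53-null H1299 cells stably carrying temperature-sensitive p53-A138V and a BP100-luciferase reporter were pinned with compounds (4-point, 1:5 series) and held 24 hrs at 37 deg C. Luminescence was read 10 min after detection reagent.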
TCR activator – Activators of T cell receptors: qHTS campaign. primary human leukocytes, anti-CD3, IL-2 HTRF, 48 h. Potency, µM (highest dose often 9.22 µM), for the others: at the top dose activation of IL-2 secretion, actives largely listed as activators. 330,000 tested, under 10 active. AID 504894, 2011; note: % of control where 0% means no effect
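Readout: HTRF IL-2, Eu-cryptate/d2 antibody pair, 320nm excitation, 665nm emission. Stimulus: a-CD3 beads, no co-stimulation. Cells: primary human leukocytes. Exposure: 48 hr with compound.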
BRCA1 expr up – qHTS Assay to Identify Small Molecule Activators of BRCA1 Expression. MCF7-BRCA1-FFLuc reporter, luminescence, 48 h; response scale: scaled: vehicle 0%, 10 µM genistein 100%. AID 624202, 2012. hit rate 1.1% among 380,000. Potency, µM (highest dose often 46.1 µM), without a hit: at the top dose activation, usual class: activators; note: potency is the fitted concentration of half-maximal effect; nearly all actives have a fitted effect of over 80% in size; some results filed as inactive show a strong effect at the top dose
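Luminescence from a BRCA1-driven firefly luciferase in MCF7 cells was the read-out, taken 15 min after substrate addition following 48 h compound exposure at 37 °C. Data were normalized to a 10 microM genistein control and DMSO vehicle.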
AT treatment – qHTS Assay for Identifying a Potential Treatment of Ataxia-Telangiectasia | […] A-T fibroblasts, KAP-1 phosphorylation AlphaLISA; neocarzinostatin DNA damage 30 min before lysis | Potency, µM (series often up to 57.5 µM), inactives show top-dose activation, most hits filed as activators | hit rate 0.19% among 320,000; note: potency is the fitted concentration of half-maximal effect; % of control where 0% means no effect; nearly all actives have a fitted effect of over 45% in size
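ATM-like activity read as KAP-1 phosphorylation via AlphaLISA donor/acceptor antibody pairs after lysis and 6 hr at 25C. Cells were ATM-null patient fibroblasts ([…], hTERT), dosed 60 min, then exposed to the DSB inducer NCS for 30 min.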
B2AR arrestin – qHTS assay of beta-arrestin-biased ligands of beta2-adrenergic receptor | Potency, µM (top dose mostly 46.1 µM), without a hit: at the top dose activation, most hits filed as activators | AID 492947, 2010 | Beta-2 adrenergic receptor (Homo sapiens), P07550 | beta-arrestin recruitment to beta2AR, cell-based reporter | hit rate 0.02% among 330,000;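 note: potency is the fitted concentration of half-maximal effect; 0% = DMSO controls and full agonism = EC100 isoproterenol or metaproterenol; nearly all actives have a fitted effect of over 65% in size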
ELG1 repair inh – qHTS screen for small molecules that inhibit ELG1-dependent DNA repair in human embryonic kidney (HEK293T) cells expressing luciferase-tagged ELG1 | HEK293T ELG1-luciferase reporter, luminescence, 16 h; DNA damage induced by 5-fluorouridine | Potency, µM (highest dose often 46.1 µM), for the others: top-dose activity change, negative = inhibition, most hits filed as inhibitors | hit rate 2.3% among 330,000 | AID 504467, 2011; note: potency is the fitted concentration of half-maximal effect; % is set by controls: 0 for no effect and ±100 for the full control effect; nearly all actives have a fitted effect of over 55% in size
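In this reporter screen, reduction of luminescence relative to DMSO vehicle indicated activity. Compounds and 5-fluorouridine were added together to 2,000 cells per well, incubated for 16 hr at 37 °C, then developed with ONE-Glo.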
Integrin act MD – qHTS for Activators of Integrin-Mediated Alleviation for Muscular Dystrophy; AID 624291, 2012; alpha7betagal myoblasts, beta-gal FDG fluorescence, 48 h; hit rate 0.064% among 350,000; Potency, µM (top dose mostly 38.3 µM), inactives show at the highest dose activation, actives largely listed as activators;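 note: potency is the fitted concentration of half-maximal effect; 100% = response of the positive control SU9516; nearly all actives have a fitted effect of over 60% in size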
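alpha7betagal+/- myoblasts (passage 13, 250/well) treated 48 h at 37C with compounds at 1:260 dilution of DMSO stock. Lysed, then beta-galactosidase activity read as FDG fluorescence (ex 480/em 540) after 30 min, with pre-read for autofluorescence.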
TRPV1 agonist – HTS Assay for Compounds that Act as Agonists of the Vanilloid Receptor 1; TRPV1-expressing cells, Fluo-8 calcium influx, agonist mode; activation, % at 8.33 µM; hit rate 0.19% among 320,000; AID 540275, 2011; in the data active = activation above about 80%; inconclusive = between about 30% and that limit; note: 0% is about no effect
Target sequence (Q8NER1 whole entry, looked up): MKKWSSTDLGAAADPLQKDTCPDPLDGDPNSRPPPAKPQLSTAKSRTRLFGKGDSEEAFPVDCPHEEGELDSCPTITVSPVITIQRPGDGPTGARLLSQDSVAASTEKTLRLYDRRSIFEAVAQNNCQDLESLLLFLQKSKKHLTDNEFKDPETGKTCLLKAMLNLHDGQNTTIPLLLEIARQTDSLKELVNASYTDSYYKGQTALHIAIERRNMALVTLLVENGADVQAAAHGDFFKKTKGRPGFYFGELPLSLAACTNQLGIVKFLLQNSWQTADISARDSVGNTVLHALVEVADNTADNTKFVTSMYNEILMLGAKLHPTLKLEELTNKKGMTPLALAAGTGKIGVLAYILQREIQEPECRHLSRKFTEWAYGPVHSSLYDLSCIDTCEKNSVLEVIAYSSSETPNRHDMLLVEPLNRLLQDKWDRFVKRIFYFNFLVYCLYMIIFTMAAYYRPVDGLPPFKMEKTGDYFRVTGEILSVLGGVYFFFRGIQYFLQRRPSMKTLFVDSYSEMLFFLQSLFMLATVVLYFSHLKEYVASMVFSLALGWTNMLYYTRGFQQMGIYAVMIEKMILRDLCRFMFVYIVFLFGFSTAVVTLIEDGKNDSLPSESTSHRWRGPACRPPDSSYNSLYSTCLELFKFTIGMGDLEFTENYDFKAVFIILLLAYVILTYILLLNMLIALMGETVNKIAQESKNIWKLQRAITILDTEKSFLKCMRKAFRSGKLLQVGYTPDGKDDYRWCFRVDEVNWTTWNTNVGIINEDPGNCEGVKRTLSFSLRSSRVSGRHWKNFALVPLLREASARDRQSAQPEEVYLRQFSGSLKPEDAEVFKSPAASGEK
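Fluo-8 calcium influx in TRPV1-expressing cells, kinetic read (ex 480/em 520 nm). Compound added and read 3 min for agonist activity, followed by capsaicin at EC20 final and 2 min further read for enhancement.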
CXXC DNA block – qHTS Fluorescence Polarization Assay for Inhibitors of MLL CXXC domain - DNA interaction. MLL-CXXC / FITC-HOXA9 DNA fluorescence polarization. hit rate 0.037% among 290,000. AID 2662, 2010. Potency, µM (highest dose often 115 µM), for the others: top-dose activity change, negative = inhibition, actives largely listed as inhibitors; active = well fitted inhibition curve with a large enough effect in the polarisation, with a control signal flat, not every such curve was filed as active; inconclusive = small, poorly fitted or top-dose-only effect, or effect the other way, or a change in a side signal; inactive = no such curve, though single readings can be large or run the other way; the % refers to the polarisation; note: potency is the fitted concentration of half-maximal effect
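Purified MLL-CXXC (added from a 7 uM solution) was preincubated 5 min at ambient with pinned compounds in 50 mM Tris-HCl pH 7.5, 50 mM NaCl, 1 mM DTT, 0.05% BSA. Fluorescein-labeled HOX-A9 DNA (50 nM solution) followed, 30 min, then polarization read.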
Numbers without * were called inactive; ? = inconclusive; . = not tested or not shown; [ ] = dose if it differs, or a comment. Unless noted, calls come from the whole dose curve; as a rule, active = well fitted curve in the direction sought with a large enough effect; inconclusive = small, poorly fitted or top-dose-only effect, or another doubt; inactive = no such curve, though single readings can be large; an effect the other way counts as inactive or inconclusive.

SMILES	PTAP TSG101 blk	p53 reactivation	TCR activator	BRCA1 expr up	AT treatment	B2AR arrestin	ELG1 repair inh	Integrin act MD	TRPV1 agonist	CXXC DNA block
C=CCSC(=C(C#N)C#N)c1cc2c([nH]1)CCCC2	-5.0%	-24.1%	2.4%	-96.1%	4.5%	-0.1%	?	-51.7%[inhibitor]	?	1.1%
CC(=O)c1ccc(C(=O)N2CCCC(CO)(Cc3ccccc3C)C2)s1 (stereo unspecified)	-2.0%	.	0.6%	-1.8%	4.6%	2.2%	-1.3%	-2.0%	3.7	-7.9%
Cc1nc2ccccc2n1S(=O)(=O)c1ccc(Br)cc1	2.0%	-5.0%	1.4%[46.1 µM]	-5.3%	15.5%	5.0%	5.5%	-6.7%	11.0	24.1%
CCC(=O)Nc1ccc(C(=O)NNC(=O)c2ccccc2)cc1	-3.6%	1.6%	-7.7%	1.4%	-3.4%	0.2%	17.4%	26.2%	-1.9	-9.1%
C[C@]12CCC(=O)C=C1CC[C@@H]1[C@@H]2CC[C@@]2(C)[C@H]1CC[C@@]21CCC(=O)O1	-8.8%	-1.1%	5.3%	-30.8%	0.0%	0.5%	-13.5%	4.7%	1.8	24.8%
O=C(Nc1ccc(S(=O)(=O)N2CCOCC2)cc1)c1ccccc1Br	-5.1%	-13.2%	.	22.1%	2.9%	-0.3%	-27.0%	7.8%	13.4	-12.9%
COc1cc2cc(CCCOC(=O)c3ccc(C#N)cc3)oc(=O)c2cc1OC	.	-1.1%	1.2%	13.6%	-5.5%	0.2%	16.2%	0.6%	5.1	.
Cc1cccc(C(=O)N=C2SC3CS(=O)(=O)CC3N2c2ccccc2)c1 (stereo unspecified)	-0.3%	-8.1%	1.2%	-42.4%	1.8%	-0.1%	8.9%	16.2%	2.0	.
Cc1ccn2cc(CNS(=O)(=O)c3ccc4c(c3)OCCO4)nc2c1	-2.4%	10.7%	1.1%	-10.2%	-3.5%	-0.1%	-11.3%	1.6%	2.6	2.5%
Cc1c(C(=O)N(C)Cc2cccc(F)c2)oc2c(Cl)cccc12	0.7%	-7.4%	4.2%	4.4%	17.6%	-0.1%	-0.9%	1.4%	8.1	-4.9%
CSc1ccccc1NC(=O)Nc1cccc(Cl)c1C	0.3%	3.2%	-0.7%	-26.5%	-4.2%	0.1%	18.2%	24.7%	11.2	4.8%
COc1cc(C(=O)NCc2ccc(S(N)(=O)=O)cc2)ccc1OCC(=O)Nc1cccc(C(F)(F)F)c1	-1.7%	-0.6%	-1.7%	0.5%	11.8%	0.3%	1.0%	5.8%	-0.8	.
CC(=O)c1ccc(NC(=O)Nc2ccc(NS(=O)(=O)c3ccc(C)cc3)cc2)cc1	-3.7%	-7.7%	6.7%	-54.5%	-3.2%	-0.3%	-13.5%	-35.5%	-1.3	7.6%
CN(C)CCCNS(=O)(=O)c1cc(Cl)ccc1Cl	-0.8%	?	-0.7%	-3.0%	2.1%	-0.6%	0.0%	-18.8%	2.1	-0.1%
CC(=O)NCCc1ccc(-c2csc(NC(=O)C3CC(=O)N(C4CCCC4)C3)n2)cc1 (stereo unspecified)	-3.4%	-6.0%	-0.5%	-31.3%	-0.3%	0.0%	-5.4%	-9.3%	-4.7	.
N#CCC(N)=C(C#N)C#N	4.2%	7.1%	-12.5%	1.0%	-0.9%	-0.6%	19.8%	.	20.3	11.5%
Cc1onc(-c2ccccc2)c1C(=O)N1CCN(c2ncccc2C(F)(F)F)CC1	-4.6%	-19.6%	2.3%	-18.7%	2.8%	-0.8%	-6.8%	-20.1%	?	-4.5%
Cc1ccc(NC(=O)c2nc[nH]c2C(=O)NCCCCCCNC(=O)c2[nH]cnc2C(=O)Nc2ccc(C)cc2)cc1	-6.6%	0.6%	8.1%	0.0%	2.8%	-1.3%	?	8.6%	.	.
Cc1ccc(CN2CCN(c3ccccc3)CC2)o1	-1.9%	.	1.3%	-0.9%	4.3%	-0.3%	12.3%	-32.2%	0.9	2.4%
COc1ccc(Cl)cc1NC(=O)CN(C)C(=O)c1cc2ccccc2cc1O	-2.0%	-4.6%	-44.4%	-50.5%	7.3%	0.2%	-7.6%	-1.6%	3.6	.
COc1ccc(C(=O)OCC2CC(c3ccccc3)N(C)O2)cc1 (stereo unspecified)	-6.2%	2.0%	-2.2%	2.6%	7.8%	-0.5%	-0.9%	9.1%	5.7	-3.5%
CC1CCN(C(=O)CCc2ccc(S(=O)(=O)NC(C)C)cc2)CC1	-2.6%	-3.7%	-6.8%	-2.2%	1.0%	0.0%	-2.4%	-0.8%	0.6	6.7%
COc1ccc(C(C)=O)cc1CSc1nc(C)cc(C)n1	-0.4%	-3.3%	-4.2%	-16.0%	3.3%	0.3%	5.4%	2.4%	18.2	-6.7%
CC(C)=CCc1cc(-c2oc3cc(O)cc(O)c3c(=O)c2O)ccc1O	-0.5%	.	-3.9%	8.6%	.	.	.	0.0%	.	.
CCN(CC)C(=O)c1cc2cc([N+](=O)[O-])ccc2s1	-1.5%	0.5%	-2.5%	-0.3%	-1.6%	0.3%	?	0.1%	1.9	?
Cc1n[nH]c(C)c1S(=O)(=O)N1CCC(C(=O)Nc2cccc(F)c2)CC1	-5.6%	-0.7%	-1.4%	-8.4%	5.8%	-0.1%	14.6%	?	-2.2	-0.2%
Cc1ccc(NC(=O)CC(=O)Nc2ccc(C)c(C)c2)cc1C	3.2%	7.4%	0.2%	-17.0%	-9.2%	-0.2%	-9.1%	-12.7%	1.2	-0.2%
CCCCC(=O)Nc1nnc(SCC(=O)N2CCN(c3ccccc3OC)CC2)s1	-0.2%	-10.9%	-4.5%	5.0%	.	-0.4%	10.4%	0.0%	1.6	3.0%
O=C(CSc1nnc(-c2ccc(O)cc2)o1)Nc1cccc(O)c1	-5.1%	?	5.4%	-40.0%	9.5%	-0.7%	?	-42.4%	5.5	8.8%
O=C(CCc1nnc(Cc2ccc(-c3ccccc3)cc2)o1)NCCc1ccccn1	-6.0%	-2.1%	1.9%	5.1%	-0.3%	0.1%	9.9%	-35.3%	-0.6	-9.4%
O=C(c1ccccc1)c1ccc2ccccc2n1	-3.3%	18.0%	2.2%	51.3%	-6.3%	0.1%	?	4.9%	19.4	-11.8%
C/C(Cc1ccccc1)=N\NC(=O)CNC(=O)c1ccc(Cl)cc1	0.5%	1.1%	-3.1%	1.6%	-1.9%	0.6%	?	11.1%	-1.6	-7.8%
COc1ccccc1CNC(=O)CSc1nc(=O)n(Cc2ccncc2)c2c1CCC2	-1.4%	-8.1%	0.6%	-19.2%	0.0%	-0.4%	4.0%	5.2%	-3.8	.
C[C@@]12C(=O)N(Cc3ccco3)CC(=O)N1[C@H]1c3ccccc3OC[C@@H]1[C@@H]2c1ccccc1	-0.8%	-1.4%	-4.6%	-16.6%	-0.4%	-1.8%	-9.3%	-32.4%	.	.
CC(C)N1CCc2c(sc(NC(=O)c3ccco3)c2C(N)=O)C1	-3.0%	-7.9%	2.1%	16.4%	31.5%	-0.9%	?	19.5%	5.7	51.2%[activator]
CC1=Cc2ccccc2C(C#N)N1C(=O)c1ccccc1 (stereo unspecified)	-3.5%	6.0%	0.2%[46.1 µM]	-27.5%	0.0%	-1.8%	?	-4.3%	10.3	-0.7%
CC1(C)Cc2c(c(-c3ccco3)nc3sc4c(NCCO)ncnc4c23)CO1	-5.0%	-4.6%	5.4%	-0.4%	0.8%	0.0%	?	3.6%	?	10.2%
C=CCn1c(N)cc(=O)nc1SCC(=O)Nc1ccc(C(=O)OC)cc1	-3.0%	17.5%	6.4%	2.3%	-2.3%	-0.8%	6.9%	-10.8%	-1.0	2.6%
Cc1n[nH]c(C)c1CS(=O)(=O)c1ccccc1	-0.9%	-3.2%	1.9%	20.4%	0.4%	0.0%	-0.9%	2.5%	-0.7	8.9%
O=C(c1ccco1)N1CCN(C23CC4CC(CC(C4)C2)C3)CC1	-3.2%	-11.8%	-4.4%	27.1%	2.3%	0.0%	-1.8%	10.3%	18.7	9.0%
